FadD28 FP inh: blocks FadD28 binding to the bisubstrate probe. inhibition, % at 12.5 µM. actives 0.22% (n = 360,000). fluorescence polarization; in the data active = inhibition above about 8.5%, passing the limit was not always enough; inconclusive = no clear call, values can overlap the other calls
GDH-TPI inh: GDH-TPI coupled enzyme inhibition counter-screen; actives 1.2% (n = 360,000); GDH-TPI coupled enzyme counterscreen, NADH absorbance; AID 588335; inhibition, % at 4.8 µM; in the data active = inhibition above about 30%;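 note: 0% = DMSO wells and 100% = wells lacking the enzyme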
Anthrax LF inh2: blocks Bacillus anthracis lethal factor protease; P15917; multiplex microsphere protease cleavage assay, LF; inhibition, % at 10 µM; actives 0.12% (n = 360,000); AID 588501; note: plate controls were buffer without enzyme for full effect and enzyme alone for no effect
BioA inh: BioA (M. tuberculosis) enzyme inhibition. purified M. tuberculosis BioA enzyme, plate reader. inhibition, % at 9.99 µM. actives 0.096% (n = 360,000). AID 602481; in the data active = inhibition above about 40%; inconclusive = no clear call, values can overlap the other calls
PfHsp40 yeast: restores yeast growth despite PfHsp40 toxicity; S. cerevisiae expressing PfHsp40, growth rescue, ATP luminescence; growth rescue, % at 12.5 µM; actives 0.68% (n = 340,000); AID 504582; in the data active = growth rescue above about 28%, passing the limit was not always enough; inconclusive = no clear call, values can overlap the other calls;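 note: yeast W303a lacking pdr1 and pdr3 grown in galactose medium; growth measured after three days at 30 °C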
BoNT A protease: BoNT A light chain protease inhibition; AID 588499; inhibition, % at 10 µM; actives 0.17% (n = 360,000); multiplex microsphere protease substrate cleavage, flow cytometry; note: plate controls were buffer without enzyme for full effect and enzyme alone for no effect
UGM FP inh: Mtb UDP-galactopyranose mutase inhibition | P9WIQ1 | purified UGM, fluorescence polarization probe displacement | inhibition, % at 10 µM | actives 0.06% (n = 320,000) | AID 504406; in the data active = inhibition above about 10%, passing the limit was not always enough; inconclusive = no clear call, values can overlap the other calls
Target sequence (P9WIQ1 whole entry, looked up): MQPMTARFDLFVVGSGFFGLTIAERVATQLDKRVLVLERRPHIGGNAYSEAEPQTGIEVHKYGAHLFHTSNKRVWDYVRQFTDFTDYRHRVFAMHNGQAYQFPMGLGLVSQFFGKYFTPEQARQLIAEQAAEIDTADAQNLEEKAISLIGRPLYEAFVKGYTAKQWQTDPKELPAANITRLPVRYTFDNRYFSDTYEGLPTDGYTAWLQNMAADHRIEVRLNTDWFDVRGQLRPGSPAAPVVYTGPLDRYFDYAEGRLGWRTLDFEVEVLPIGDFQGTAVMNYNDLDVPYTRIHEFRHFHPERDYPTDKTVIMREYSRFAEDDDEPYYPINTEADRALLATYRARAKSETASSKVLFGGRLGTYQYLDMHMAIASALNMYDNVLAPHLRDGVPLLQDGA
BoNT-F LC inh: inhibitors of Botulinum neurotoxin F light chain protease; Multiplex microsphere protease cleavage assay, flow cytometry; actives 0.22% (n = 360,000); inhibition, % at 10 µM; in the data active = inhibition above about 35%, passing the limit was not always enough; inconclusive = no clear call, values can overlap the other calls; note: plate controls were buffer without enzyme for full effect and enzyme alone for no effect
Mtb FBA inh: inhibitors of M. tuberculosis fructose-bisphosphate aldolase. actives 2.3% (n = 360,000). inhibition, % at 1 µM. purified M. tuberculosis FBA, fluorescence read-out. P9WQA3; in the data active = inhibition above about 27%;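 note: 0% = vehicle and 100% = reference inhibitor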
Target sequence (P9WQA3 whole entry, looked up): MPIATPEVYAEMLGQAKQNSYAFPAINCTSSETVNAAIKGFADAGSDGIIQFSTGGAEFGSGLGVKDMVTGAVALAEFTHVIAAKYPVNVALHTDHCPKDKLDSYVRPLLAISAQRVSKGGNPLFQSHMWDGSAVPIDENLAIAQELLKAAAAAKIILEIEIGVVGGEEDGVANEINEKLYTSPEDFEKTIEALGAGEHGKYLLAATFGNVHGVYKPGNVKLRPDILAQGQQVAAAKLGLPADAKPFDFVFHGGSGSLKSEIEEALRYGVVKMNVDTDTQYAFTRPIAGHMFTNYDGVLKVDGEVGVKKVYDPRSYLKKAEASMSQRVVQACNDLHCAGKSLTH
Numbers without * were called inactive; ? = inconclusive; / = no result given. Cut-off read from the data, not from the text of the source, unless noted: active = inhibition above about 30%; inconclusive = no clear call, values can overlap the other calls; inactive = below that.

SMILES	FadD28 FP inh	GDH-TPI inh	Anthrax LF inh2	BioA inh	PfHsp40 yeast	BoNT A protease	UGM FP inh	BoNT-F LC inh	Mtb FBA inh
COc1cc(NC(=O)C2C3C=CC(C3)C2C(=O)O)ccc1NC(=O)c1ccccc1 (stereo unspecified)	0.4	2	1	-1.3	-0.9	0.4	1.5	-1	3
COc1cccc(-c2nc(C(N)=O)c3[nH]c(=O)n(-c4cccc(Cl)c4)c3n2)c1OC	-3.6	8	-2	-2.1	2.3	-0.2	-3.4	2	0
Cc1ccsc1-c1cc2nc(NCCOc3ccccc3Cl)n(C)c(=O)c2s1	-3.3	12	-2	-0.1	/	2.8	/	-3	4
COc1ccc(/C=C/C(=O)Nc2cc(=O)n(C)c(=O)n2C)cc1	-2.0	27	1	1.0	-0.9	-0.6	0.2	-2	0
CS(=O)(=O)c1ccc(-c2cccc(NC(=O)COc3ccccc3)c2)nn1	-1.6	7	-2	-0.6	0.1	-1.2	-3.6	-3	3
CCCS(=O)(=O)NC(=O)C1(C)CCN(C(=O)c2ccc(OC)cc2OC)C1 (stereo unspecified)	-0.3	14	9	-2.6	/	-0.4	/	0	1
Cc1cccc(N2C(=O)c3ccc(C(=O)Nc4cccc(C(=O)O)c4)cc3C2=O)c1	2.1	4	-16	0.0	-0.2	0.3	1.8	-19	0
CC1C=CCC2C(=O)N(c3cccc(C(=O)N4CCCCCC4)c3)C(=O)C12 (stereo unspecified)	-2.8	5	-5	-0.5	-0.1	0.4	1.2	7	-1
CCc1cc(CNC(=O)C2CCC(=O)N(Cc3ccccc3F)C2)on1 (stereo unspecified)	-1.4	10	-6	-1.7	/	-0.3	/	4	1
CC1Cc2ccccc2N1C(=O)CSc1nn2c(=O)c(C(C)(C)C)nnc2s1 (stereo unspecified)	-0.1	11	3	/	1.3	-0.1	1.0	-2	0
CCOC(=O)c1cnn(-c2ccccc2)c1NC(=O)c1ccc(C)cc1	-0.2	12	-2	/	0.1	-1.1	-1.4	-6	0
Cc1nnsc1C(=O)Nc1ccc(Cl)cc1Cl	0.4	0	-1	1.5	-0.8	-0.5	1.8	-8	5
O=C(CN1C(=O)c2ccccc2S1(=O)=O)c1ccccc1	-1.4	3	-1	0.6	-0.9	-0.2	-1.1	-2	2
CC(=O)Nc1cccc(NC(=O)c2ccc(Br)cc2)c1	-1.1	-1	-4	7.2	-0.2	-0.7	0.4	-7	2
Cc1c(C(=O)N(C)C)sc(NC(=O)c2cccc([N+](=O)[O-])c2)c1C#N	-2.4	0	1	-1.0	-1.4	2.0	-1.4	?	0
CC1(C(=O)N2CC3(CC(c4ccccc4)=NO3)C[C@H]2C(=O)NCC(N)=O)CC1 (stereo partly specified)	-0.7	5	-9	-1.2	0.7	0.2	0.1	0	-1
CCOC(=O)c1nc(Nc2ccc(C)cc2)c2ccccc2n1	-3.9	34*	-4	1.2	0.5	1.1	0.6	-6	-3
C[N+](C)(C)CC#CCN1CCCC1=O	-0.1	-10	6	-1.3	-1.0	0.5	-0.9	2	3
O=C/C(=C\Nc1ccc(C(=O)N2CCOCC2)cc1)c1nc2ccccc2o1	-2.3	30	3	-0.8	0.1	-0.8	0.3	-6	-4
CCN(CC)C(=O)c1ccc(S(=O)(=O)N2CCC(c3nc4ccccc4s3)CC2)cc1	-0.8	-3	0	-0.8	2.8	0.3	3.7	-4	-2
Cc1ccccc1NC(=O)C1CCN(S(=O)(=O)c2cccs2)CC1	/	-10	-2	/	-0.1	0.2	0.4	-6	3
CSc1ncc(C(=O)Nc2ccc(C(C)=O)cc2)c(C)n1	-3.0	9	21	7.5	-0.1	-1.5	-0.7	6	1
CN(CCOc1ccc(Cl)cc1)C(=O)c1ccc(S(=O)(=O)N2CCOCC2)cc1	-2.4	6	0	0.7	0.7	-0.4	2.2	3	5
CCOC(=O)Cn1nc(NC(=O)COc2ccc(F)cc2)cc1C	1.0	1	1	-0.7	-1.0	-1.5	-1.4	3	0
COc1cc(C2NC(=O)NC(c3ccccc3)=C2C(C)=O)ccc1OCC#N (stereo unspecified)	-1.1	7	-2	2.5	-0.1	0.7	-2.5	-1	2
CCN1C(=O)/C(=c2\o/c(=C3\C=Cc4ccccc4N3CC)c(=O)n2CC)SC1=S	-3.6	17	1	-0.9	-0.2	1.8	/	-5	1
CC(Oc1ccc(NC(=O)c2ccco2)cc1)C(=O)N1c2ccccc2CC1C (stereo unspecified)	-5.2	-3	0	/	3.7	0.3	-2.4	2	-3
CC(C)(C)c1ccc(-n2nc(C(N)=O)c(O)cc2=O)cc1	-1.7	16	-5	-0.5	-1.2	0.7	0.6	-2	-1
CCOc1cc(-c2c(C#N)c(N)nc3c2CCCC3C)ccc1O (stereo unspecified)	-2.8	5	1	/	-0.3	-1.1	1.6	6	-2
COc1cc(OC)cc(C(=O)NC2CCSC2=O)c1 (stereo unspecified)	-3.4	4	-2	-0.1	-0.1	-1.3	-5.6	-4	1
CCCCOCCCNC(=O)c1cccc(OC)c1	-1.4	7	-3	/	1.2	-1.0	2.1	-6	6
CCOC(=O)C(NC(=O)c1cccc(Cl)c1)(OCc1ccccc1)C(F)(F)F (stereo unspecified)	-1.6	1	-5	-3.6	2.4	-2.6	-1.8	-15	-2
CCOC(=O)c1nn(-c2cccc(C)c2)cc1C(=O)c1ccccc1	-0.1	8	0	0.1	-0.7	1.0	-0.9	-2	-2
CCN(Cc1cc(OC)c(OC)c(OC)c1)C(=S)Nc1cccc(SC)c1	-0.4	-1	-4	0.7	0.6	0.9	0.8	-8	-3
O=C1NC(=O)N(CCc2ccc(F)cc2)C(=O)/C1=C/c1ccco1	6.0	16	-9	/	-0.3	-1.0	-0.1	5	0
Cc1nc(C)n(CC(=O)N2CCCC(C(=O)c3ccc(C(F)(F)F)cc3)C2)n1 (stereo unspecified)	-4.0	-5	-2	/	-0.3	-0.1	0.1	1	0
O=C1CCCc2c1nc(-c1cccc(Cl)c1)n2O	0.9	11	-2	-0.6	-0.9	-0.4	-1.8	0	19
COC(=O)c1cc(S(=O)(=O)NCc2ccc3c(c2)OCO3)c[nH]1	0.7	10	-9	0.2	0.8	-1.1	0.0	8	1
Cc1ccc(NC(=O)CS(=O)(=O)c2cn(CC(=O)N3CCOCC3)c3ccccc23)cc1	0.4	1	-1	0.0	0.0	-1.0	0.4	-6	8
O=C(NCCc1c[nH]c2ccccc12)C(=O)c1c[nH]c2ccccc12	-0.4	-5	-3	1.0	-0.9	-1.6	-0.6	-2	0
COc1ccc(S(=O)(=O)Nc2ccc3c(c2)n(C)c(=O)n3C)cc1F	-1.1	17	10	0.1	0.4	-2.0	-0.4	1	-3
CC(O)(c1ccccc1)c1nc(-c2cc3ccccc3o2)cs1 (stereo unspecified)	-2.4	6	3	-1.1	/	-0.7	/	1	-3
COc1ccc(NC(=O)C(=O)NCCCO)cc1Cl	-3.3	5	-1	-1.9	-0.6	-0.1	-1.5	-5	-5
COc1ccc(S(=O)(=O)N2CCCCC2)cc1NS(=O)(=O)c1cc(Cl)ccc1Cl	-2.4	2	1	0.3	-0.7	0.4	1.1	-2	0
CCONC(=NC)c1nonc1N	-0.2	1	-2	-2.9	0.6	-0.5	-2.7	-7	3
C/C(CC(c1ccccc1)c1c(O)c2ccccc2oc1=O)=N\NC(N)=S (stereo unspecified)	0.4	0	-1	-0.8	-1.7	-0.9	0.7	-6	5
Cc1ccc2c(c1)N(CCC(=O)N1CCC3(CC1)OCCO3)C(=O)C(C)O2 (stereo unspecified)	-3.3	9	-10	-0.3	0.4	0.8	/	1	2
N/C(=N\OC(=O)CCCN1C(=O)c2ccccc2C1=O)c1ccccn1	0.5	-3	0	/	-1.6	0.1	1.0	-4	1
C=CCn1c(CNc2ccc(C)cc2)nnc1SCC(=O)N/N=C/c1ccc(O)cc1O	0.7	25	-2	1.9	0.8	-1.8	/	-4	-4
COc1ccc(C2=CC(c3cc(OC)c(OC)c(OC)c3)NC(=S)N2)cc1 (stereo unspecified)	0.4	8	-3	-0.6	-1.6	-0.2	-2.7	-2	4
CCN(C(=O)CSc1nnc(-c2ccc(F)cc2)c2ccccc12)C1CCS(=O)(=O)C1 (stereo unspecified)	-2.0	2	-6	/	0.1	0.2	1.4	-8	2
COC(=O)C(N)Cc1ccc(Cl)cc1 (stereo unspecified)	-1.3	-1	0	-0.1	-0.7	-0.4	0.6	-8	3
CC(C(=O)NC1CCCC1)N(Cc1ccco1)C(=O)c1snc(C(=O)NC2CCCC2)c1N (stereo unspecified)	-1.0	28	-8	/	2.2	-1.9	-0.8	-10	14
COC(=O)C1N[C@@H]([C@@H](NC(=O)COc2ccccc2)C(=O)NCc2ccsc2)SC1(C)C (stereo partly specified)	-1.9	4	-5	-0.6	1.1	0.1	-0.7	0	-2
Cc1cccc(CN2CCC(CNC(=O)CSc3cc(=O)n(C)c4cc(Cl)ccc34)CC2)c1	-3.5	3	-6	/	0.2	-0.3	1.6	-12	3

Compounds shown so far that have a Cl atom, in the order listed:
SMILES	FadD28 FP inh	GDH-TPI inh	Anthrax LF inh2	BioA inh	PfHsp40 yeast	BoNT A protease	UGM FP inh	BoNT-F LC inh	Mtb FBA inh
COc1cccc(-c2nc(C(N)=O)c3[nH]c(=O)n(-c4cccc(Cl)c4)c3n2)c1OC	-3.6	8	-2	-2.1	2.3	-0.2	-3.4	2	0
Cc1ccsc1-c1cc2nc(NCCOc3ccccc3Cl)n(C)c(=O)c2s1	-3.3	12	-2	-0.1	/	2.8	/	-3	4
Cc1nnsc1C(=O)Nc1ccc(Cl)cc1Cl	0.4	0	-1	1.5	-0.8	-0.5	1.8	-8	5
CN(CCOc1ccc(Cl)cc1)C(=O)c1ccc(S(=O)(=O)N2CCOCC2)cc1	-2.4	6	0	0.7	0.7	-0.4	2.2	3	5
CCOC(=O)C(NC(=O)c1cccc(Cl)c1)(OCc1ccccc1)C(F)(F)F (stereo unspecified)	-1.6	1	-5	-3.6	2.4	-2.6	-1.8	-15	-2
O=C1CCCc2c1nc(-c1cccc(Cl)c1)n2O	0.9	11	-2	-0.6	-0.9	-0.4	-1.8	0	19
COc1ccc(NC(=O)C(=O)NCCCO)cc1Cl	-3.3	5	-1	-1.9	-0.6	-0.1	-1.5	-5	-5
COc1ccc(S(=O)(=O)N2CCCCC2)cc1NS(=O)(=O)c1cc(Cl)ccc1Cl	-2.4	2	1	0.3	-0.7	0.4	1.1	-2	0
COC(=O)C(N)Cc1ccc(Cl)cc1 (stereo unspecified)	-1.3	-1	0	-0.1	-0.7	-0.4	0.6	-8	3
Cc1cccc(CN2CCC(CNC(=O)CSc3cc(=O)n(C)c4cc(Cl)ccc34)CC2)c1	-3.5	3	-6	/	0.2	-0.3	1.6	-12	3
